Screening results from PubChem.
LmPK inhibitor = blocks Leishmania mexicana pyruvate kinase activity; 0.37% of 290,000 active; purified LmPK, Kinase-Glo ATP luminescence, 1 h; Potency, µM (series often up to 57.5 µM), without a hit: top-dose activity change, negative = inhibition, usual class: inhibitors; Q27686
Target sequence (Q27686 whole entry, looked up): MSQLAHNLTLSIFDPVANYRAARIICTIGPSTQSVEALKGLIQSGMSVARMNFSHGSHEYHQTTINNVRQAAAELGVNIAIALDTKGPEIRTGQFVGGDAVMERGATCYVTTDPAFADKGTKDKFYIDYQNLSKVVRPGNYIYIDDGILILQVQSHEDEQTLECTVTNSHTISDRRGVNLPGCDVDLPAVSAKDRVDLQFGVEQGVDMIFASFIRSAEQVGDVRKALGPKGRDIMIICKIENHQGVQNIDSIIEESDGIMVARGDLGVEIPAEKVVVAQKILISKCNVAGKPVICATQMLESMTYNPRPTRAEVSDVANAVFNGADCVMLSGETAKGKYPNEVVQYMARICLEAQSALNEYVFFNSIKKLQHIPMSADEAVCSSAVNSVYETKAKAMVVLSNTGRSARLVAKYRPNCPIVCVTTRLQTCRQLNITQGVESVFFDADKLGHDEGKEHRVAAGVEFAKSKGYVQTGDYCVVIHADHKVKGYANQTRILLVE
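qHTS format; LmPK 0.1 nM; substrates PEP 0.5 mM and ADP 0.1 mM. One-hour room-temperature incubation, then coupled luciferase luminescence; 0.5 nM enzyme wells mark activation.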
Tb PYK inh = inhibitors of Trypanosoma brucei pyruvate kinase | 0.12% of 410,000 active | Q57TT1 | TbPYK enzyme, Kinase-Glo Plus ATP luminescence, 45 min | Potency, µM (titrated, usually from 76.8 µM), without a hit: at the top dose activity, negative = inhibition, most hits filed as inhibitors; note: nearly all actives have a fitted effect of over 50% in size
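Enzyme and substrate buffer are dispensed first and compound is pin-transferred. ADP at 130 uM final then starts the reaction, which runs 45 min at room temperature. Detection reagent is added for 10 min before luminescence is imaged.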
HCV inh = HCV inhibition; Huh7.5.1 HCVcc-Cre infection, luciferase reporter, 44 h; Potency, µM (highest dose often 41.8 µM), inactives show at the highest dose activity change, negative = inhibition, actives largely listed as inhibitors; 3.4% of 340,000 active; AID 651820
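Antiviral activity was scored by luciferase reporter output from cells infected with HCVcc-Cre (~0.5 moi) in presence of compound, 44 h infection period, cells seeded 1,000/well 4 h prior.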
Pf growth 96h = inhibits malaria parasite growth, 96 h; 6.9% of 320,000 active; Potency, µM (titrated, usually from 28.7 µM), inactives show at the highest dose activity change, negative = inhibition, hits mostly inhibitors; AID 504834; P. falciparum luciferase reporter growth, 96 h
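Parasite growth measured via integrated firefly luciferase reporter in P. falciparum. Infected erythrocytes at 2% hematocrit, 0.05% parasitemia final were treated 96 hours at 37 C under 5% CO2, and luminescence was read.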
Pf growth 48h = inhibits P. falciparum growth in the first generation, 48 h; 5.9% of 310,000 active; P. falciparum luciferase growth in erythrocytes, 48 h; Potency, µM (doses to about 28.7 µM), inactives show at the highest dose activity change, negative = inhibition, actives largely listed as inhibitors; AID 504832
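Here the parasites carry a stable luciferase gene and grow inside erythrocytes in Albumax-based RPMI medium with compound for one erythrocytic cycle. Activity is scored as loss of luminescent signal.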
Sm TGR inh = blocks Schistosoma mansoni thioredoxin glutathione reductase. Q962Y6. purified TGR, DTNB reduction, TNB absorbance 405 nm. Potency, µM (series often up to 114 µM), inactives show top-dose activity change, negative = inhibition, actives largely listed as inhibitors. 3% of 360,000 active. AID 485364; note: nearly all actives have a fitted effect of over 60% in size
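TGR 20 nM + NADPH 100 uM (dispensed conc.), cpd preinc 15 min RT; start with NADPH (500 uM addition) then DTNB (15 mM addition). Kinetic TNB absorbance, 405 nm filter. Four-parameter Hill fit across titration.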
An asterisk follows results filed as active; ? = inconclusive; . = not tested or not shown; & = joins results of further samples; [ ] = dose if it differs, or a comment. Calls come from the whole dose curve; as a rule, active = well fitted curve in the direction sought with a large enough effect; inconclusive = small, poorly fitted or top-dose-only effect, or another doubt; inactive = no such curve, though single readings can be large; an effect the other way counts as inactive or inconclusive. % is set by controls: 0 for no effect and ±100 for the full control effect; potency is the fitted concentration of half-maximal effect.

cpd	Molecule	LmPK inhibitor	Tb PYK inh	HCV inh
1	O=C(CCC(=O)N1C[C@H]2C[C@@H](C1)c1cccc(=O)n1C2)NCc1ccccc1	-8%	-4%	25%
2	CCOc1ccc(N(CC(=O)NC2CCCC2)C(=O)CCC(=O)Nc2ccccn2)cc1	-1%	0%	-4%
3	Cc1ccc(-c2noc(CCC(=O)NCCCN3CCN(c4ccc(F)cc4)CC3)n2)cc1	6%	-4%	?
4	COc1ccc(NC(=O)[C@H](NC(=O)[C@@H]2Cc3ccccc3CN2)c2ccccc2)cc1	1%	2%	18%
5	COC(=O)C1=C(C)OC(N)=C(C#N)C1c1cc2cc(C)ccc2nc1Cl (stereo not given)	3%	0%	4%
6	[O-]/[N+](=C/c1ccc(F)cc1)c1ccccc1	-17%	0%	9%
7	Cn1nnnc1SCCNC/C=C/c1ccccc1	-2%	3%	.
8	Cc1ccc(N2C(=O)c3cccc4c(Oc5ccccc5[N+](=O)[O-])ccc(c34)C2=O)c(C)c1	3%	1%	?
9	CCOCCCNC(=O)C(c1ccccc1)N(Cc1cccs1)C(=O)c1ccccc1O (stereo not given)	-3%	0%	?
10	CN(CC(=O)NC1CCCCCC1)S(=O)(=O)c1ccc2c(c1)n(C)c(=O)c(=O)n2C	12%	-4%	17%

cpd	Pf growth 96h	Pf growth 48h	Sm TGR inh
1	29%	9%	-16%
2	.	?	-5%
3	123%[activator]	?	6%
4	?	-16%	-18%
5	?	2%	.
6	-24%	?	0%
7	.	25%	-4%
8	-9%	0%	5%
9	0%	?	0%
10	?	.	-11%

cpd	Molecule	LmPK inhibitor	Tb PYK inh	HCV inh
11	O=C(Nc1ccc(C(F)(F)F)cc1)c1ccccc1-n1cnnn1	.	1%	10%
12	O=C(/C=C/c1ccco1)Nc1ccc2nc3n(c(=O)c2c1)CCCC3	15%	7%	?
13	CCCn1nc2cc(C(=O)N(CC)c3ccc(OC)cc3)ccc2c1OCC	-7%	0%	-24%
14	O=C(COc1ccc(Nc2ccccc2)cc1)OCC(=O)N1CCCCC1	3%	9%	10%
15	Cc1ccc(Cn2c(=N)c(C(=O)NCC3CCCO3)cc3c(=O)n4cccc(C)c4nc32)cc1 (stereo not given)	4%	3%	11µM*
16	C[C@]12C[C@H](O)[C@H]3[C@@H](CCC4=CC(=O)CC[C@@]43C)[C@@H]1CC[C@@H]2C(=O)CO	2%	6%&-10%	0%[8.37 µM]
17	O=C(CSc1nnnn1-c1ccccc1Cl)Nc1ccc2c(c1)OCCO2	7%	-3%	-18%&-24%
18	COCCNC(=O)c1c(CSc2ccccc2)noc1C(=O)NCc1ccccc1	4%	0%	-3%
19	O=[N+]([O-])c1ccc(C(O)CSC(=S)N2CCCCC2)cc1 (stereo not given)	4%	0%	-22%
20	COc1ccccc1C1(CC(=O)O)CCOC(C(C)C)C1 (stereo not given)	-4%	-5%	2%

cpd	Pf growth 96h	Pf growth 48h	Sm TGR inh
11	-18%	11%	-6%
12	?	64%[activator]	32µM*
13	?	-4%	-1%
14	36%[activator]	6%	-11%
15	?	?	2%
16	?	?	-9%
17	10%	94%[activator]	8%
18	0%	-9%	18%
19	172%[activator]	135%[activator]	-5%
20	-5%	3%	-2%

cpd	Molecule	LmPK inhibitor	Tb PYK inh	HCV inh
21	COc1cc(C(=O)NCC(=O)N/N=C/c2cccs2)cc(OC)c1OC	0%	-6%	3%
22	O=C(Oc1ccc[nH]c1=O)c1cc([N+](=O)[O-])cc([N+](=O)[O-])c1	-2%	2%	3%
23	COc1ccc(S(=O)(=O)N(C)C)cc1NCC(=O)Nc1ccc(F)cc1F	0%	3%	-16%
24	Cc1cccc(NC(=O)CO/N=C/c2ccc3c(c2)OCO3)c1	0%	-11%	1%
25	O=C(COC(=O)c1ccccc1NCCO)NCCc1ccccc1	.	11%	10%
26	CCN(CC(=O)NCC1CCCO1)S(=O)(=O)c1ccc(Cl)cc1 (stereo not given)	-1%	2%	7%
27	CCn1c(NC(=O)C2CCCCC2)nc2ccccc21	2%	2%	?
28	O=C(Nc1ccc(N2CCOCC2)cc1N1CCOCC1)c1ccco1	-1%	-6%	-10%
29	CSCCC(NC(=O)c1ccc(Cl)c([N+](=O)[O-])c1)C(=O)N1CCN(C/C=C/c2ccccc2)CC1 (stereo not given)	.	3%	?
30	COc1ccc(CCN2C(=O)N(c3ccc(OC)cc3)C(=O)C2CC(=O)Nc2ccc(OC)cc2)cc1 (stereo not given)	3%	-2%	-11%

cpd	Pf growth 96h	Pf growth 48h	Sm TGR inh
21	?	5%	-10%
22	9%	?	79µM*
23	?	?	1%
24	0%	8%	1%
25	-8%	4%	?
26	?	7%	-35%
27	351%[activator]	10µM*	-9%
28	?	-13%	4%
29	?	?	-11%
30	?	?	5%

cpd	Molecule	LmPK inhibitor	Tb PYK inh	HCV inh
31	O=c1c2ccccc2oc2ccc(NCCCn3ccnc3)cc12	0%	-1%	?
32	CN(Cc1ccccc1)Cc1ccccc1	.	0%	.
33	CCOC(=O)N1CCN(Cc2nc3c(c(=O)[nH]c(=O)n3C)n2Cc2ccccc2C)CC1	0%	1%	13%
34	Cc1c(C(=O)Nc2ccc(S(N)(=O)=O)cc2)oc2ccc(Cl)cc12	4%	4%	23%
35	CCOc1ccc(C(=O)N/N=C(/C)C2C(=O)c3ccccc3C2=O)cc1	-3%	-8%	10%
36	COc1ccc(CNC(=O)CCCn2c(=S)[nH]c3cc4c(cc3c2=O)OCO4)cc1	-3%	-17%	?
37	Nc1cc(=O)[nH]c(SCC(=O)Nc2ccc(F)c(Cl)c2)n1	13%	4%	22%
38	O=C(CCCCCN1C(=O)c2cccc3cccc(c23)C1=O)N1CCOCC1	-8%	4%	-8%
39	COc1ccc(Nc2nc(C(=O)NCCCN3CCOCC3)cs2)cc1	-3%	-7%	-7%
40	COc1ccccc1N1C(=O)C2ON(c3ccccc3)C(c3ccc(N(C)C)cc3)C2C1=O (stereo not given)	4%	.	-1%

cpd	Pf growth 96h	Pf growth 48h	Sm TGR inh
31	223%[activator]	176%[activator]	-25%
32	-6%	-12%	.
33	0%	?	9%
34	0%	29%	.
35	?	12%	-4%
36	17%	?	-1%
37	?	.	12%
38	?	?	-18%
39	0%[5.75 µM]	-1%	-6%
40	-17%	25%	5µM*

cpd	Molecule	LmPK inhibitor	Tb PYK inh	HCV inh
41	CCc1noc(C)c1C(=O)N(CC(C)C)c1c(N)n(Cc2ccccc2)c(=O)[nH]c1=O	.	-3%	0%
42	COCC(=O)OCC(=O)N1N=C(c2ccc(Cl)cc2)CC1c1ccco1 (stereo not given)	3%	7%	3%
43	COc1ccc(CC(=O)NC2CCN(CC(=O)Nc3ccc4c(c3)OCCO4)CC2)cc1OC	1%	-7%	?
44	CC(O)C(NC=C1C(=O)OC(C)(C)OC1=O)C(=O)O (stereo not given)	-1%	-9%	-4%
45	COc1cc(NC(=S)Nc2ncccc2C)cc(OC)c1OC	-1%	-1%	-8%
46	COc1ccc(CN(C(=O)c2ccc(-c3ccccc3)[nH]2)C(C(=O)NC(C)(C)C)c2ccncc2)cc1 (stereo not given)	0%	2%	?
47	Cc1nn(C)c(C)c1C(C)NC(=O)c1cc(COc2cncc(Cl)c2)on1 (stereo not given)	5%	-5%	-18%
48	CC1=C(C(=O)OCCOc2ccccc2)C(c2ccc(C)o2)C2=C(CC(C)(C)CC2=O)N1 (stereo not given)	9%	-2%	?
49	O=C(Cc1ccccc1Cl)Nc1nc2ccccc2[nH]1	1%	-3%	-16%
50	OCCC1CN(CC#Cc2ccccc2)CCN1Cc1ccccc1F (stereo not given)	3%	5%	20%

cpd	Pf growth 96h	Pf growth 48h	Sm TGR inh
41	5%	-21%	-1%
42	16%	-9%	-15%
43	?	2%	3%
44	-3%	21%	-1%
45	7%	-25%	.
46	?	?	?
47	-1%	?	3%
48	-5%	.	13%[11.4 µM]
49	?	80%[activator]	5%
50	12µM*	-11%	20µM*

The final 3 compounds of the part above are carried over, then new ones follow.
cpd	Molecule	LmPK inhibitor	Tb PYK inh	HCV inh
48	CC1=C(C(=O)OCCOc2ccccc2)C(c2ccc(C)o2)C2=C(CC(C)(C)CC2=O)N1 (stereo not given)	9%	-2%	?
49	O=C(Cc1ccccc1Cl)Nc1nc2ccccc2[nH]1	1%	-3%	-16%
50	OCCC1CN(CC#Cc2ccccc2)CCN1Cc1ccccc1F (stereo not given)	3%	5%	20%
51	CC(=O)c1cc(C#N)c(Oc2cc(C)cc(C)c2)nc1C	-4%	?	-18%
52	O=C(C[n+]1ccccc1)Nc1ccccc1[N+](=O)[O-]	6%	3%	13%
53	O=C(O)c1cc(Cl)c(Cl)cc1C(=O)NCc1ccco1	-3%	-8%	12%
54	CC(=O)c1cccc(NC(=O)C(CC(C)C)NC(=O)C2CCCCC2)c1 (stereo not given)	-9%	14%	0%
55	CC(C)N1CCN(CCCc2ccccc2)CC1CCO (stereo not given)	-4%	-6%	6%
56	Cc1cccc(C(=O)NNC(=O)C2CCN(C(=O)OC(C)(C)C)CC2)c1	0%	-4%	10%
57	CCC(Oc1ccccc1F)C(=O)NCCN1CCOCC1 (stereo not given)	-6%	-10%	18%
58	COc1ccc([N+](=O)[O-])cc1NCc1ccco1	2%	-3%	?
59	CC(NC(=O)CCc1ccccc1)c1cc2c(cc1Cl)OCCO2 (stereo not given)	0%	-16%	?
60	CCCCn1c(N)c(N(CCOC)C(=O)c2ccc(F)c(S(=O)(=O)N3CCOCC3)c2)c(=O)[nH]c1=O	.	0%	6%

cpd	Pf growth 96h	Pf growth 48h	Sm TGR inh
48	-5%	.	13%[11.4 µM]
49	?	80%[activator]	5%
50	12µM*	-11%	20µM*
51	37%[activator]	3%	9%
52	49%[activator]	-7%	?
53	?	4%	0%
54	-4%	5.9µM*	-16%
55	13µM*	-8%	7%
56	?	24%	0%
57	-11%	28%	5%
58	8%	29%	3%
59	-10%	11%	9%
60	18%	7%	5%

cpd	Molecule	LmPK inhibitor	Tb PYK inh	HCV inh
61	COc1ccc(OCCSc2nc(N)cc(N)n2)cc1	4%	-6%	3%
62	O=C(OCn1nnc2ccccc2c1=O)c1ccc(Br)o1	1%	6%	2%
63	Cn1c(=O)c2c(nc(N3CCc4ccccc4C3)n2Cc2ccc(Br)cc2)n(C)c1=O	-4%	-4%	2%&7%
64	CCN1CCN(S(=O)(=O)c2cc(OCC(=O)NC3CCCCC3)c(C)cc2Cl)CC1	-1%	-3%	7.1µM*
65	C=CCn1c(=S)[nH]c2ccc(Br)cc2c1=O	-10%	-3%	11%
66	CCCCn1nc2cc(C(=O)NCc3cc(C(F)(F)F)cc(C(F)(F)F)c3)ccc2c1OCC	-7%	-1%	?
67	O=C(O)CCC(=O)N1CCC[C@H]1C(=O)O	3%	1%	-6%

cpd	Pf growth 96h	Pf growth 48h	Sm TGR inh
61	255%[activator]	.	0%
62	95%[activator]	22%	3%
63	.	5%	1%
64	2%	2.1µM*	38%[activator]
65	.	0%	1%
66	22%	?	1%
67	47%[activator]	1%	-1%
